SIRT5 block – SIRT5 desuccinylase inhibitors, primary screen, biochemical, fluorescence imaging, single point, set 5 | NAD-dependent protein deacylase sirtuin-5, mitochondrial (Homo sapiens), Q9NXA8 | Purified SirT5, succinyl-peptide AMC, trypsin-coupled fluorescence | inhibition, % at 15 µM | 330,000 compounds, 1.1% hits; in the data active means inhibition above about 15%; inconclusive means no clear call, values can overlap the other calls
Target sequence (Q9NXA8 whole entry, looked up): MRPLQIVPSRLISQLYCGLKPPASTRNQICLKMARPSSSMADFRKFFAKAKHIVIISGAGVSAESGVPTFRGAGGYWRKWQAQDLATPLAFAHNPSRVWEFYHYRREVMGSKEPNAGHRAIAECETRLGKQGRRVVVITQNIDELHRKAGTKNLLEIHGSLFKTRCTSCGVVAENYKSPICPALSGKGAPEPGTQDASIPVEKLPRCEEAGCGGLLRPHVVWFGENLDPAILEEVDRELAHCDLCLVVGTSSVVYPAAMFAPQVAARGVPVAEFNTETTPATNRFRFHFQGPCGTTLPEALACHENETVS
LGR2 inh – inhibitors of bursicon-induced LGR2 CRE-luciferase signal, primary screen, cell-based, HEK293, CRE-luciferase reporter, bursicon stimulation. Drosophila bursicon receptor LGR2 (rickets). bursicon-stimulated, 4 h. inhibition, % at 9.99 µM. 380,000 compounds, 0.35% hits;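 active means drop in luminescence signal, shown as inhibition above about 50% in the replicate tests, limit read from the data, passing the limit was not always enough; inconclusive means probably only some replicates passing the limit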;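 further: agonist challenge used bursicon conditioned medium at about half maximal strength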
Statin myotox sup – suppressors of statin myotoxicity in C2C12 myotubes, primary screen, cell-based, single point, plate reader; C2C12 myotubes + simvastatin, ATP luminescence, 48 h; scaled: DMSO 0, geranylgeraniol control 100; rescue of ATP level, % at 7.49 µM; 330,000 compounds, 0.78% hits; AID 602340, 2012;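 active means mean ATP rescue above about 67%, or every replicate alone reaching that limit, limit read from the data, passing the limit was not always enough; inconclusive means no clear call, values can overlap the other calls; inactive means mean under the limit and some replicate under it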;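 further: myotubes were challenged with 10 µM simvastatin during compound exposure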
FN deposition inh – inhibitors of fibronectin matrix deposition, primary screen, AH1F cells, Alexa488-fibronectin fluorescence, plate reader | AH1F fibroblasts, overnight | inhibition, % at 12.6 µM | 350,000 compounds, 0.086% hits;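 active means mean inhibition across replicates of 30% or more, regardless of how many single replicates reach that level; inconclusive means mean under 30% yet at least half of replicates reach 30%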;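 further: positive control wells lacked labelled fibronectin entirely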
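Assay system: AH1F fibroblasts assembling fluorescent fibronectin matrix; Amount: 10000 AH1F cells per well; Buffer or medium: DMEM, 2% serum; Probe or stimulus: Alexa488-fibronectin, 24 nM final in well; Doses: single compound dose, delivered by pin transfer; Incubation: 1 h adhesion, overnight exposure; Measured by: fluorescence 485/525 nm; Read-out: fibronectin deposition inhibition.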
esBAF inh – Bmi1 luciferase reporter increase in mESCs, primary screen, esBAF inhibitor project, mouse ES cells, Bmi1 luciferase knock-in, single point; reporter increase, % at 12.5 µM; 350,000 compounds, 2% hits; 24 h; 100% = twice the neutral-well signal; in the data active means activation above about 40%; inconclusive means no clear call, values can overlap the other calls;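 further: 0% = median of the plate's neutral control wells and 100% = double that signal; a rise in the Bmi1 reporter signal indicates esBAF inhibition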
S100A4 MyoIIA – inhibitors of S100A4-myosin IIA peptide binding, primary screen, biochemical, fluorescence polarization, TAMRA-MyoIIA peptide. inhibition, % at 10.7 µM. 360,000 compounds, 0.14% hits. Protein S100-A4 (Homo sapiens), P26447. AID 652163, 2013;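 active means mean inhibition of at least 70% across replicates, with every replicate also reaching that level; inconclusive means mean inhibition reaches 70% but some replicates fall short; inactive means mean inhibition below 70%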
Target sequence (P26447 whole entry, looked up): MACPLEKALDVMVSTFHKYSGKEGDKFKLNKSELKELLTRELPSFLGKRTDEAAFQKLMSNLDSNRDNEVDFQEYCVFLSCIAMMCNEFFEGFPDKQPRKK
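Test system: S100A4 monomer protein. Medium: HEPES buffer with Ca2+, pH 7.2. Reagent: fluorescent myosin IIA peptide, 5 nM. Compound dosing: single-point compound testing. Timing: 5 min between mix addition and reading. Benchmarks: DMSO neutral and TFP positive wells.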
CASP6 VEID inh – human caspase-6 inhibitors, primary screen, biochemical, VEID-R110 fluorescence, single point, set 2; inhibition, % at 12.5 µM; 350,000 compounds, 0.53% hits; purified caspase-6, Z-VEID-R110 cleavage fluorescence; P55212;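 active means mean inhibition across replicates at least about 35%, with every replicate also reaching that limit, limit read from the data; inconclusive means only one of the two criteria met; inactive means neither criterion met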;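 further: 0% = median of neutral control wells and 100% = no fluorescence left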
Target sequence (P55212 24-179 limits assumed): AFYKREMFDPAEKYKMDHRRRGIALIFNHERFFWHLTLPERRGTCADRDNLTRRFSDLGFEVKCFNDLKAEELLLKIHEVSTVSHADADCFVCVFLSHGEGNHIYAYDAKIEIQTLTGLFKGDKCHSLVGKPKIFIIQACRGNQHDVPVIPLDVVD
Target sequence (P55212 194-293 limits assumed): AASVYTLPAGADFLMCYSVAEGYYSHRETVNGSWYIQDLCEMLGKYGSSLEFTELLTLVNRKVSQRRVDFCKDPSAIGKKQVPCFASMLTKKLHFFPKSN
* marks the source's active call; other numbers are inactive results; u = inconclusive; x = no result given.

The opening two entries as a preview:
nr	smiles	SIRT5 block	LGR2 inh	Statin myotox sup	FN deposition inh
1	O=C(COc1ccccc1)Nc1ccc2[nH]c(=O)[nH]c2c1	-2	-2	x	7
2	Cc1cc(C(=O)N/N=C/C=C/c2ccc(Br)cc2)n[nH]1	-3	2	-8	-6

nr	esBAF inh	S100A4 MyoIIA	CASP6 VEID inh
1	x	-1	1
2	-4	-7	0

Results, from the start:
nr	smiles	SIRT5 block	LGR2 inh	Statin myotox sup	FN deposition inh
1	O=C(COc1ccccc1)Nc1ccc2[nH]c(=O)[nH]c2c1	-2	-2	x	7
2	Cc1cc(C(=O)N/N=C/C=C/c2ccc(Br)cc2)n[nH]1	-3	2	-8	-6
3	COCCn1c(SCc2cc(=O)n3ccsc3n2)nnc1-c1ccncc1	-2	-8	x	x
4	O=C(O)c1ccc(N2C(=O)CC(SC(=NCc3ccc4c(c3)OCO4)Nc3ccccc3)C2=O)cc1 (configuration not stated)	8	2	9	5
5	Cc1cc(C(=O)CN2C(=O)NC(c3ccccc3)(c3ccccc3)C2=O)c(C)n1Cc1ccccc1	0	9	11	x
6	CC(C)C(NC(=O)CSCc1ccc([N+](=O)[O-])cc1)C(C)C	2	3	x	x
7	CC(=O)N/N=C/c1cc(C(C)C)cc(/C=N/NC(C)=O)c1O	x	-3	x	1
8	C/C(=N\NC(=O)c1nnn(-c2nonc2N)c1CSc1ccc(C)cc1)c1cccs1	-1	7	-2	-4
9	O=C(COc1ccccc1)Nc1nnc(-c2ccc(F)cc2)o1	-1	5	4	1
10	O=C(C[C@H]1CC[C@H](NC(=O)Nc2ccc3c(c2)OCO3)[C@@H](CO)O1)NCc1ccccc1	-3	11	2	x
11	CS(=O)(=O)N1CCc2cc(C(=O)Nc3ccc(O)cc3)ccc21	1	x	-13	-2
12	Cc1c(C(=O)N2CCN(c3ccccc3F)CC2)sc2ncn(CC(=O)N3CCOCC3)c(=O)c12	x	6	2	x
13	O=C(CCc1ccccn1)N1CCCC(Nc2cccc(F)c2)C1 (configuration not stated)	-5	10	-2	6
14	CO[C@H](CN(C)Cc1ccc2c(c1)OCO2)[C@@H](C)CN(C(=O)c1ccccc1)[C@@H](C)CO	2	-6	6	-1
15	CC(C)c1ccccc1OS(N)(=O)=O	x	-18	-7	-2

nr	esBAF inh	S100A4 MyoIIA	CASP6 VEID inh
1	x	-1	1
2	-4	-7	0
3	x	-8	1
4	1	-1	6
5	-5	-5	0
6	x	0	3
7	x	-2	-11
8	-1	-5	-2
9	-6	-3	-2
10	-4	-41	-1
11	2	-1	2
12	-1	x	x
13	-6	-1	4
14	-4	9	-4
15	-11	4	-3

Compound profiles, from the list above. Order of screens: SIRT5 block | LGR2 inh | Statin myotox sup | FN deposition inh | esBAF inh | S100A4 MyoIIA | CASP6 VEID inh
Entry for `O=C(COc1ccccc1)Nc1ccc2[nH]c(=O)[nH]c2c1` = -2 | -2 | x | 7 | x | -1 | 1
Entry for `CC(=O)N/N=C/c1cc(C(C)C)cc(/C=N/NC(C)=O)c1O` = x | -3 | x | 1 | x | -2 | -11
Entry for `O=C(COc1ccccc1)Nc1nnc(-c2ccc(F)cc2)o1` = -1 | 5 | 4 | 1 | -6 | -3 | -2
Entry for `CC(C)C(NC(=O)CSCc1ccc([N+](=O)[O-])cc1)C(C)C` = 2 | 3 | x | x | x | 0 | 3
Entry for `Cc1cc(C(=O)CN2C(=O)NC(c3ccccc3)(c3ccccc3)C2=O)c(C)n1Cc1ccccc1` = 0 | 9 | 11 | x | -5 | -5 | 0

(continued)
nr	smiles	SIRT5 block	LGR2 inh	Statin myotox sup	FN deposition inh
16	Cc1cc(C(=O)Nc2ccc3c(c2)C(=O)N(C)[C@H]2CC[C@H](CC(=O)NCC(F)(F)F)O[C@@H]2CO3)no1	-1	-10	x	-15
17	C/C(Cl)=C\Cn1c(NCCc2ccccc2)nc2c1c(=O)n(C)c(=O)n2C	-2	17	-27	x
18	CCn1cc([N+](=O)[O-])c(C(=O)Nc2ccn(Cc3ccccc3F)n2)n1	x	-5	5	1
19	CO[C@@H]1CN(C)C(=O)c2cc(NS(=O)(=O)c3ccccc3)ccc2OC[C@H](C)NC[C@@H]1C	x	4	-5	-8
20	N#C[C@@H]1[C@@H](c2ccc(-c3ccccc3F)cc2)[C@H](CO)N1C(=O)Cc1ccccc1	1	2	64	5
21	CO[C@@H]1CN(C)C(=O)c2cc(NC(=O)c3ccccc3F)ccc2OC[C@@H](C)N(C(C)=O)C[C@@H]1C	-13	3	-2	-3
22	NS(=O)(=O)c1ccc(NC(=O)CN2C(=O)c3ccccc3C2=O)cc1	-1	6	-2	-5
23	CCC(=O)N1CCN(c2ccc(NC(=O)c3ccco3)cc2Cl)CC1	-1	-2	x	-3
24	COc1ccc(N2CC(C(=O)Nc3ccc(S(=O)(=O)Nc4nccs4)cc3)CC2=O)cc1 (configuration not stated)	-4	8	x	-5
25	CC(C)(O)CCc1c(-c2ccc(O)cc2O)oc2c3c(cc(O)c2c1=O)OC(C)(C)C=C3	3	16	8	x
26	Cc1ccccc1-c1ccc([C@H]2[C@@H](CO)N3CCCCN(C(=O)Nc4ccccc4)C[C@H]23)cc1	5	11	x	x
27	COc1ccccc1CCC(=O)Nc1cccc(S(=O)(=O)N2CCCCCC2)c1	-8	29	-26	0
28	CN1CCC(OC(=O)Cc2ccc(Cl)cc2)CC1	0	12	4	-7
29	CCOC(=O)NNC(=O)C12CC3CC(CC(C3)C1)C2	0	-5	-1	x
30	CN1[C@@H]2Cn3c(ccc(-c4ccccc4)c3=O)[C@H]1[C@@H](C(=O)Nc1nccs1)[C@@H]2CO	-9	-24	9	x

nr	esBAF inh	S100A4 MyoIIA	CASP6 VEID inh
16	x	13	1
17	-12	-1	-1
18	4	x	x
19	-1	8	1
20	1	-6	-1
21	-1	13	-4
22	-9	-6	-1
23	x	-7	-1
24	x	-14	x
25	-42	-16	7
26	x	-5	-1
27	4	-3	-3
28	-3	-6	-2
29	-2	-7	2
30	0	-3	-3

Other entries follow:
nr	smiles	SIRT5 block	LGR2 inh	Statin myotox sup	FN deposition inh
31	C[C@@H]1CN([C@@H](C)CO)C(=O)c2c(c3ccccc3n2C)-c2ccccc2CO[C@@H]1CN(C)Cc1cccc(C(F)(F)F)c1	0	-9	x	28
32	COCC(=O)N(C)C[C@H]1Oc2ncc(C3=CCCCC3)cc2C(=O)N([C@H](C)CO)C[C@@H]1C	-23	-13	-11	x
33	Cc1[nH]c2ccccc2c1C(=O)C(=O)NCc1cccs1	2	0	4	9
34	C[C@H]1CCCCO[C@H](CN(C)S(=O)(=O)c2ccc(Cl)cc2)[C@@H](C)CN([C@@H](C)CO)C(=O)c2cc(NC(=O)Nc3ccccc3)ccc2O1	9	27	x	x
35	CN(C)C1(CNC(=O)C2CCN(S(=O)(=O)c3cccc(C(F)(F)F)c3)CC2)CCCCC1	-2	2	4	-2
36	COC(=O)[C@]1(Cc2ccccc2)N[C@H](CN(C)C(=O)Nc2ccc(C(F)(F)F)cc2)[C@@H]2C(=O)N(C)C(=O)[C@@H]21	1	24	4	7
37	O=C(CSc1nnc(-c2ccc3c(c2)OCO3)o1)Nc1ncc(C(F)(F)F)cc1Cl	3	5	11	x
38	C[C@@H]1CN([C@H](C)CO)C(=O)Cc2cc(NC(=O)Nc3ccccc3)ccc2O[C@H]1CN(C)Cc1ccc(Oc2ccccc2)cc1	7	1	25	x
39	C[C@@H]1CN([C@H](C)CO)C(=O)Cc2cc(NC(=O)Nc3ccc(F)cc3)ccc2O[C@H]1CN(C)Cc1ccc(Cl)c(Cl)c1	5	19	u	-6
40	CC(C)(C)OC(=O)N1O[C@H]2CC1[C@@H]1[C@@H]2N=NN1CCc1ccncc1	x	2	10	-6
41	CC(C)C[C@H]1CN([C@@H](Cc2ccccc2)CN2CCC[C@H]2CN2C(=O)C(=O)NC[C@@H]2Cc2ccccc2)C(=O)C(=O)N1CCc1ccccc1	3	11	x	-3
42	O=C(CCCc1nc2ccccc2s1)Nc1ccccc1	0	-13	5	x
43	C[C@@H]1CN([C@H](C)CO)C(=O)Cc2cc(NC(=O)NC3CCCCC3)ccc2O[C@@H]1CN(C)S(=O)(=O)c1cccs1	8	-20	38	16
44	c1ccc2c3c([nH]c2c1)C(C1CCCCC1)N(Cc1ncc[nH]1)CC3 (configuration not stated)	x	8	-5	4
45	S=C(Nc1ccccc1)N1CCOCCOCCN(C(=S)Nc2ccccc2)CCOCCOCC1	1	1	10	2

nr	esBAF inh	S100A4 MyoIIA	CASP6 VEID inh
31	x	-2	2
32	6	-11	1
33	2	-1	0
34	-1	-8	-1
35	-5	3	0
36	-6	-19	3
37	-1	2	x
38	-1	41	-1
39	10	-43	1
40	-2	6	-4
41	x	1	6
42	-10	0	3
43	-1	0	2
44	2	x	x
45	-2	-2	-23

Continuation:
nr	smiles	SIRT5 block	LGR2 inh	Statin myotox sup	FN deposition inh
46	COCC(=O)N1CC(=O)N2[C@H](C1)[C@@H](c1ccc(C#CC3CCCC3)cc1)[C@@H]2CO	-1	8	x	0
47	CN(Cc1ccccc1)C(=O)c1cccc(NC(=O)Cc2ccc(NC(=O)C3CCCN(C(=O)C4CC4)C3)cc2)c1 (configuration not stated)	14	-12	3	x
48	CCN1CCN(c2cc(C)c3cc(NC(=S)N4CCCC4)ccc3n2)CC1	0	-6	x	3
49	CCO[C@@H]1OC(C(=O)NC2CC2)=C[C@H](c2c[nH]c3ccccc23)[C@H]1CCCO	x	2	-5	0
50	NS(=O)(=O)c1cccc(NC(=O)CSc2nc3ccccc3c(=O)n2CC2CCCO2)c1 (configuration not stated)	1	-2	-3	9
51	CCc1nc2c(OCCn3cccc3)cccn2c1N(C)C(=O)c1cccs1	-3	2	5	19
52	COc1ccc(-c2oc3c(c2-c2cnc(OC)nc2)C(O)CC3)cc1 (configuration not stated)	-2	-4	x	x
53	COc1cc(/C=C/c2noc(-c3ccccc3O)n2)ccc1OC(C)=O	1	-65	2	-1
54	Cc1cc(Cl)ccc1OCC(=O)OCC(=O)N(CC(C)C)c1c(N)n(Cc2ccccc2)c(=O)[nH]c1=O	-2	-7	6	-8
55	CC(=O)NC(Cc1ccc(F)cc1)C(=O)NC1CCN(C(=O)Nc2ccccc2C)CC1 (configuration not stated)	-3	-1	-10	2
56	COc1cc(S(=O)(=O)N2CCN=C2c2ccccc2)ccc1Cl	-4	0	3	3

nr	esBAF inh	S100A4 MyoIIA	CASP6 VEID inh
46	x	-3	1
47	4	-12	-1
48	x	2	x
49	-1	x	x
50	-5	-3	1
51	-3	3	10
52	x	-5	0
53	19	-3	1
54	1	3	0
55	-6	7	3
56	0	-2	-5

Only part of the results is shown. The share of hits here may be higher or lower than overall.
